Screens deposited in PubChem BioAssay by several laboratories.
hiPSC survival = enhancers of single-cell hiPSC survival, primary screen, ATPlite luminescence | AID 602274, 2012 | 100% = ROCK inhibitor wells, 0% = DMSO | 0.044% of 360,000 active | survival enhancement, % at 20 µM; in the data active means survival enhancement above about 18%;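 further: cells exposed to compounds for 16 hours before the ATP read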
HIF-2a inh = HIF-2a reporter inhibitors, primary screen, luminescence, 786-0 RCC cells; 0.72% of 360,000 active; 786-0 RCC cells HIF-2a reporter, luciferase luminescence, overnight; inhibition, % at 18.8 µM;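 active means inhibition of the luminescence signal of 40% or more relative to plate controls, in a single-dose primary screen at 18.75 µM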
NR2E3 ag-1 = NR2E3 agonists in two-hybrid cells, primary screen, cell-based, luminescence, CHO-S, Gal4-NCOR/VP16-NR2E3; Photoreceptor-specific nuclear receptor (Homo sapiens), Q9Y5X4; luciferase; inhibition of corepressor binding, % at 3.98 µM; 0.35% of 360,000 active; AID 602229, 2012;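 active means inhibition above the mean of all tested compounds plus 3 SD, cut at about 70% in these data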;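 further: 0% = DMSO with NR2E3 transfected cells and 100% = cells lacking NR2E3 construct; higher means lower luciferase signal from less NR2E3 corepressor binding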
Target sequence (Q9Y5X4 whole entry, looked up, the tested form may be a part): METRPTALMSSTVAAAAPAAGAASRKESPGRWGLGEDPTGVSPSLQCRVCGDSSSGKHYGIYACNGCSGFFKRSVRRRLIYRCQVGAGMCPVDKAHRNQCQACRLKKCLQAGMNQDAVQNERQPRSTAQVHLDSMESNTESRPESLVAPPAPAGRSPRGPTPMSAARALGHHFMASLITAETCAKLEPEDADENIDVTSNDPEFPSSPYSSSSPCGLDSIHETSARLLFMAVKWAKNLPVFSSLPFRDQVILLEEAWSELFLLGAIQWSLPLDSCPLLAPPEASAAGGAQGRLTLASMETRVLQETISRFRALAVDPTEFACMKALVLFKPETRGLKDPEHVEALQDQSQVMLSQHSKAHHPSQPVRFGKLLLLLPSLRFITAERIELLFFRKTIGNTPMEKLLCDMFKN
Shn3 inh set2 = reduction of Shn3 3'UTR firefly luciferase signal, primary screen, Schnurri-3 inhibitor project, cell-based, Clone20 osteoblasts, set 2; Clone20 osteoblast Shn3 3'UTR firefly luciferase, 24 h; 0.52% of 360,000 active; AID 588674, 2011; inhibition, % at 12.5 µM;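 active means mean inhibition of at least 75% with every replicate also reaching 75%; inconclusive means mean inhibition at least 75% but some replicate below; inactive means mean inhibition below 75%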;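 further: 0% = median of neutral control wells and 100% = pilot-screen positive control compound; some compounds past the cut are filed as inactive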
KKLEB tox = cytotoxicity in KKLEB CF airway cells, primary screen, cytotoxicity control for CF NF-kB inhibitor project, cell-based, uHTS, fluorescence assay plates | KKLEB CF airway cells viability, ATPlite luminescence, overnight; hits give low values; cells stimulated with P. aeruginosa culture filtrate | activity change (cytotoxicity), % at 5 µM | 0.36% of 360,000 active | AID 602141, 2011;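 active means corrected activity change at or below -50% at 5 µM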
NR2E3 ag-2 = inhibitors of NR2E3-RetCOR corepressor binding, primary screen, NR2E3 agonist project, biochemical, TR-FRET, GST-NR2E3, biotin-RetCOR; Photoreceptor-specific nuclear receptor (Homo sapiens), Q9Y5X4; 1536-well; inhibition of corepressor binding, % at 4.78 µM; 0.12% of 320,000 active; AID 2300, 2010;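 active means percent inhibition above the cutoff of mean plus 3 SD of all tested compounds, set per screening campaign, cut at about 20% in these data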;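 further: 0% = DMSO wells and 100% = biotin wells as full block of FRET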
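Material: NR2E3–RetCOR corepressor complex | Quantity: 1.35 nM GST-tagged NR2E3 final | Schedule: 5 h at 4 °C | Replication: Singlicate compound wells | Reagent: RetCOR corepressor, biotinylated, 7 nM | Controls: Biotin wells as high control, 0.6% DMSO wells as low control | Signal: TR-FRET, Eu(K)-anti-GST donor, streptavidin-D2 acceptor, ex 340, em 617/671 nm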
CF NFkB inh = inhibitors of PAF-induced NF-kB signaling, primary screen, cell-based, GFP fluorescence, uHTS; AID 588850, 2011; KKLEB NF-kB-GFP reporter, GFP fluorescence overnight; 0.86% of 360,000 active; inhibition, % at 5 µM;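 active means at least 50% inhibition at 5 µM, scaled per plate between neutral and stimulator controls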;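 further: PAF is a Pseudomonas aeruginosa culture filtrate used as stimulus; plate controls were PAF-stimulated DMSO wells for no effect and unstimulated DMSO wells for full effect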
MITF TRPM1 inh = inhibitors of MITF-dependent TRPM1 promoter reporter, primary screen, cell-based, SK-MEL-5, single point, luciferase; SK-MEL-5 TRPM1 promoter luciferase, 24 h; inhibition, % at 12.5 µM; AID 488899, 2010; 0.83% of 330,000 active;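 active means mean inhibition across replicates of 60% or more, whatever share of single replicates reaches that level; inconclusive means some that reach 60%, reason not given; inactive means mean inhibition across replicates below 60%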; further: values of inactives mirror those of a sister screen read the other way
TRAIL sens C8 = viability loss with TRAIL in NB7+C8 cells, primary screen, TRAIL sensitizer project, cell-based, ATPlite luminescence. 1% of 360,000 active. inhibition (viability loss, TRAIL sensitization), % at 10 µM;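 active means compounds causing at least 50% loss of cell viability in the single-dose screen, relative to plate controls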
EBV LMP1 NFkB = EBV LMP1-driven NF-kappaB luciferase reporter inhibitors, primary screen, cell-based, luminescence, single point; LMP1-induced NF-kappaB luciferase reporter cells; inhibition, % at 12.5 µM; 0.69% of 350,000 active; in the data active means inhibition above about 41%; inconclusive means no clear call, values can overlap the other calls;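 further: 0% = neutral control wells and 100% = reference inhibitor control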
Peg3 promoter = Peg3 promoter-driven luciferase inhibitors, primary screen, cell-based, HeLa, luciferase luminescence; HeLa PEG-Prom luciferase reporter, overnight; 1.7% of 360,000 active; inhibition, % at 20 µM;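 active means inhibition of at least 50% at 20 µM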
The depositor's hits bear a star; ? = inconclusive; . = not tested or not shown. This is a subset (hit frequency here may not be typical).

SMILES	hiPSC survival	HIF-2a inh	NR2E3 ag-1	Shn3 inh set2	KKLEB tox	NR2E3 ag-2	CF NFkB inh	MITF TRPM1 inh	TRAIL sens C8	EBV LMP1 NFkB	Peg3 promoter
O=C(CCCOc1ccc(Cl)cc1Cl)NCc1ccncc1	-0.4	8	-39	21	-6	4	-7	-2	-2	-12	16
CCOC(=O)c1cc(S(=O)(=O)NCCc2ccc(OC)c(OC)c2)cn1C	-0.2	6	-4	-10	3	-1	0	4	-11	-3	-10
O=C1NC(c2ccco2)Nc2sc3c(c21)CCN(Cc1ccccc1)C3 (centres undefined)	-0.4	-4	-12	3	-13	2	13	1	-3	-4	5
Cc1c(Cl)cccc1NC(=O)CCN1CCN(C)CC1	-0.8	21	-24	0	-1	2	-3	-1	10	0	4
Clc1ccccc1C1SCC2Nc3ccccc3CN21 (centres undefined)	2.4	-122	-41	-26	-8	1	2	8	-5	-4	-134
Cc1cccc(N(C(=O)Cn2nnc3ccccc32)C(C(=O)NCc2ccco2)c2ccncc2)c1C (centres undefined)	-1.3	13	-9	4	8	5	-5	-9	-13	0	2
COCCCN(C(=S)NC(=O)c1ccc(C(C)(C)C)cc1)c1c(N)n(Cc2ccccc2)c(=O)[nH]c1=O	-0.5	3	5	-15	4	-6	4	5	2	-4	-6
O=c1cc(CSc2nc(NCc3ccc(Cl)cc3)c3ccccc3n2)nc2ccc(Cl)cn12	-0.7	23	-21	-6	2	.	-3	-3	14	3	14
Cc1c(NC(=O)COC(=O)Cc2ccc(Cl)cc2)c(=O)n(-c2ccccc2)n1C	-5.4	9	6	3	11	2	-7	-9	-6	-3	17
CCc1cc(C(=O)O)c(NC(=O)C(c2ccccc2)c2ccccc2)s1	3.1	15	2	-10	-66*	6	-2	5	-4	-4	15
O=C(O)CCC(=O)OC1CC2CCC1C2 (centres undefined)	-1.0	11	5	-13	-2	-2	-4	7	5	-7	-3
Cc1ccc(NC(=O)c2ccccn2)cc1S(=O)(=O)N1CCOCC1	-0.3	5	5	-10	5	-3	-9	16	-11	4	-5
Nc1ccc(Nc2ccncc2[N+](=O)[O-])cc1	-0.3	1	0	-12	-8	1	21	-6	-19	-2	12
CCOC(=O)C1CCN(C(=O)C2CCN(C(=O)c3ccc([N+](=O)[O-])cc3)CC2)CC1	0.2	-1	-26	1	-6	0	1	-4	4	-3	9
COC(=O)Cc1c(O)ccn(CCc2ccc(OC)c(OC)c2)c1=O	-0.2	9	6	5	9	5	4	1	4	5	4
COc1ccc(CC(CC(=O)O)C(=O)Nc2ccc(OC)cc2)cc1 (centres undefined)	2.4	11	-12	0	-4	-3	-3	0	-8	-3	7
CC1CCCCN1S(=O)(=O)c1ccc(C(=O)Nc2ccccc2-c2nc3ccccc3s2)cc1 (centres undefined)	-2.1	16	-27	-4	-14	4	-1	23	3	-20	4
Cc1noc(C)c1CSCC(=O)N1CCN(c2ccc([N+](=O)[O-])cc2)CC1	-0.4	18	34	72	-2	5	-12	10	8	14	20
CCOC(=O)c1c(C)[n+]([O-])c2ccc3c(non3O)c12	-0.8	17	-19	57	-4	-4	1	8	-6	2	10
CC(C)(C)OC(=O)C(C)(C)Sc1nnc(N)s1	0.4	19	-19	-8	0	-3	3	-11	-3	6	2
CCc1ccc(NC(=O)CN2C(=O)CSC2=O)cc1	-0.1	-14	-43	-3	2	-1	5	-13	11	1	25
CN(CC(=O)NCc1ccc(Cl)cc1)S(=O)(=O)c1cccc2cccnc12	8.6	11	-19	1	-2	3	0	9	-9	13	1
COCCCNC(=O)c1ccc2c(=O)n(Cc3ccc4c(c3)OCO4)c(=S)[nH]c2c1	-1.4	5	-3	15	-34	-48	4	5	5	-3	14
N#Cc1ccc(N2Cc3ccccc3/C2=N/C(=O)Nc2ccc(Cl)cc2)cc1	4.5	-12	-10	-13	7	-2	-7	-12	-15	-8	-75
COc1cc(/C=N/NC(=O)C2CC(=O)N(c3ccc(C)cc3)C2)cc(OC)c1OC (centres undefined)	-0.4	12	-5	-3	9	-6	7	7	8	1	20
COCCn1c(SCC(=O)NC2CCCCC2)nnc1-c1ccncc1	-0.5	11	-7	1	17	2	-11	6	-20	3	-1
Cn1c(CNc2cccc(Cl)c2)nnc1SCC(=O)OC1CCCCC1	1.7	18	-16	9	-8	4	4	-1	-11	1	14
CCCC(=O)N1CCC1(C)C(=O)NS(=O)(=O)c1ccc(OC)cc1 (centres undefined)	4.2	0	-26	?	-2	.	-1	.	-12	.	1
COc1ccc(NC(=O)c2cc3n(n2)C(C(F)(F)F)CC(c2ccc4c(c2)OCO4)N3)cc1OC (centres undefined)	4.4	23	-24	10	10	-1	9	6	-9	7	29
Nc1nc(-c2ccc(F)cc2)cc(C(F)(F)F)n1	-1.1	7	4	-3	-15	2	23	15	1	1	-13
CCC(=O)NC(=S)Nc1ccc(N2CCOCC2)cc1	-1.0	-140	-29	-15	-4	1	-12	-13	7	-14	-100
COc1ccccc1C#Cc1ccc2c(=O)c3ccccc3n(C)c2c1	-0.2	-115	-10	14	-7	2	-5	-24	14	-3	-22
COc1ccc(CNC(=O)C2(C)Cc3ccccc3C(=O)O2)cc1 (centres undefined)	-0.2	7	-10	-16	12	-1	-13	14	3	6	6
CCOC(=O)c1c(C)n(-c2ccccc2)c2ccc(OCCN(C)C)cc12	-0.7	11	20	17	-4	-1	28	0	26	-11	22
c1ccc(CCN2CN=C(Nc3nc4ccccc4o3)NC2)cc1	-2.0	-236	-64	-70	1	2	-16	-30	10	-25	-108
CCCCCCCCCCCCCCCCCCNc1ccn(C2OC(COP(=O)(O)OCC3OC(n4cc(F)c(=O)[nH]c4=O)CC3O)C(O)C2O)c(=O)n1 (centres undefined)	1.2	-3	27	42	5	.	26	-3	11	23	12

Profiles from above. Values in the order: hiPSC survival	HIF-2a inh	NR2E3 ag-1	Shn3 inh set2	KKLEB tox	NR2E3 ag-2	CF NFkB inh	MITF TRPM1 inh	TRAIL sens C8	EBV LMP1 NFkB	Peg3 promoter
`COCCn1c(SCC(=O)NC2CCCCC2)nnc1-c1ccncc1` is entered as -0.5	11	-7	1	17	2	-11	6	-20	3	-1
`Cn1c(CNc2cccc(Cl)c2)nnc1SCC(=O)OC1CCCCC1` is entered as 1.7	18	-16	9	-8	4	4	-1	-11	1	14

Other records.
SMILES	hiPSC survival	HIF-2a inh	NR2E3 ag-1	Shn3 inh set2	KKLEB tox	NR2E3 ag-2	CF NFkB inh	MITF TRPM1 inh	TRAIL sens C8	EBV LMP1 NFkB	Peg3 promoter
COc1ccc(CC(=O)Nc2ccncc2Cl)cc1	-0.1	-13	92*	84	-2	-2	18	7	9	21	16
CCOc1ccc(NC(=O)c2ccc(NC(=O)c3ccc(CN4CCOCC4)cc3)cc2)cc1	2.2	3	-18	5	-9	2	7	1	17	10	-11
O=C(O)CCn1c(SCc2cccc3ccccc23)nc2ccccc21	0.0	-121	-20	-2	6	-2	-4	-14	22	-4	-70
NS(=O)(=O)c1ccc(NC(=O)CSc2ccc3ccccc3n2)cc1	4.9	19	4	-6	1	5	1	-8	-9	2	-3
CC(=O)c1cccc(NC(=O)/C(=C\c2ccco2)NC(=O)c2cccs2)c1	1.5	16	-6	7	8	1	-2	12	13	-3	14
Cc1ccc(CSc2ccc(S(=O)(=O)N3CCCCC3)cn2)cc1	-0.1	8	6	7	5	.	-20	-4	16	-6	25
CN(C(=O)CSc1nnc(-c2ccncc2)n1C)C1CCS(=O)(=O)C1 (centres undefined)	-1.3	22	3	1	-2	1	18	-6	-4	5	10
COc1ccc(N=C2SC(CC(=O)Nc3ccccc3)C(=O)N2Cc2ccccn2)cc1 (centres undefined)	-0.3	-23	-22	6	12	2	4	-5	2	1	-7
CCOC(=O)c1ccc(NC(=O)N2CCN(C(=O)c3ccco3)CC2)cc1	1.6	8	-10	3	2	3	16	2	-9	-1	-4
COc1ccc(/C=N/NC(=O)c2cnccn2)cc1O	-0.8	-105	-13	-47	12	2	2	-50	6	-2	-161
Cc1ccc(N2C(=O)N3[C@H]4c5ccccc5OC[C@@H]4[C@@H](c4ccccc4)[C@@]3(C)C2=O)cc1	-2.8	9	-26	-10	-5	3	24	15	19	-5	2
COc1cccc(/C=C(/C(=O)OCC(=O)NC2CCCC(C)C2C)c2ccccc2)c1 (centres undefined)	-1.3	9	7	27	3	-4	-4	1	9	-5	21
C=CCSc1nnc2c(n1)OC=Nc1ccccc1-2	-2.8	-7	-23	-10	-16	-1	1	17	0	0	4
OCCN(Cc1nc(-c2ccc3c(c2)OCO3)no1)Cc1cccs1	1.4	-107	-58	-49	2	2	-1	-23	-1	-18	-78
Cc1ccc(C(O)c2ncc(-c3ccc(Cl)cc3)[nH]2)c(C)c1 (centres undefined)	4.0	9	9	29	-5	.	6	.	-2	.	6
Fc1ccccc1-c1cc2cc3c(cc2cn1)OCO3	-1.9	-162	-140	-83	-10	.	-27	-53	45	-12	-179
COc1ccc(NC(=O)CSc2nnc(NC(=O)C3CCC3)s2)cc1	-0.4	3	-2	6	0	4	-12	-2	19	-2	4
N#C/C(N=Nc1ccccc1O)=N\Nc1ccccc1O	-3.2	-71	-6	34	1	-4	-46	69*	54*	-26	67*
COC(=O)c1c(NC(=O)c2c(Cl)cnn2C)sc(C)c1C	5.8	-4	-1	9	2	3	-22	0	-3	14	-16
COc1cc(C(=O)NCC(=O)OCn2nnc3ccccc3c2=O)cc(OC)c1OC	1.3	5	-5	3	12	1	-6	-4	-5	0	6
CN(Cc1ccccc1)C(=O)c1ccc(NC(=O)Cc2cccc(NC(=O)C3CCCN(C(=O)C4CCCCC4)C3)c2)cc1 (centres undefined)	-1.6	2	-9	16	-8	0	0	5	-7	-6	17
O=C(NCCCN1CCOCC1)c1onc(CSc2ccccc2)c1C(=O)NCCCN1CCOCC1	-3.0	3	-2	6	6	4	28	1	-9	5	-6
CC(C)c1nc(C(=O)N2CCCC(N3CCN(c4cccc(Cl)c4)CC3)C2)cs1 (centres undefined)	1.0	3	5	26	-2	3	15	4	3	-1	-5
COCCN(C(=O)Cc1cccs1)C(C(=O)NCc1ccc(OC)cc1)c1ccc(OC)cc1 (centres undefined)	-1.2	10	-8	16	9	3	-13	9	-15	5	10
